# SV40 large T antigen: SV40 large T antigen inhibitors, biochemical (AID 1903); SV40 large T antigen ATPase/helicase inhibition assay; higher % means a stronger effect; inhibition, % at 20 µM, or IC50 in µM where a hit was titrated; hit rate 0.39% among 310,000; in the data active means a potency from the dose series; inconclusive means inhibition mostly from about 32% at the one dose, without a potency; inactive means the rest, 99 in 100 with inhibition below about 32%; further: strong numbers were not always called active
# West Nile antiviral: West Nile virus antiviral activity, cell-based, CPE readout (AID 1621); West Nile virus-infected cells, CPE inhibition; higher % means a stronger effect; one-dose CPE inhibition, % at 10 µM; IC50 in µM for titrated hits; hit rate 0.02% among 290,000; in the data active means a potency from the dose series; inconclusive means CPE inhibition mostly from about 3.7% at the one dose, without a potency; inactive means the rest, 99 in 100 with CPE inhibition below about 2.2%; further: strong numbers were not always called active
# XIAP displacement: small molecules displacing peptide from XIAP – biochemical, IAP family, fluorescence polarization (AID 1018) | one-dose displacement, % at 20 µM; IC50 in µM for titrated hits | XIAP BIR domain, fluorescence polarization peptide displacement; higher % means a stronger effect | hit rate 0.007% among 200,000; in the data active means displacement above about 50%; further: a part of the inactive calls stands beside numbers as strong as those of hits
# Yfh1-depleted yeast: mitochondrial function rescue without frataxin homolog – Friedreich's ataxia, plus single-dose screen, dose response (AID 1465); S. cerevisiae Yfh1-off respiration, WST-1 reduction, 72 h; higher fold induction means a stronger effect; fold induction at 50 µM; hits with a dose series show EC50 in µM; hit rate 0.074% among 220,000;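 active means fold induction of absorbance versus untreated yeast above a set limit, then at least 30% activation at any dose in follow-up; inconclusive means repeats straddling the limit, or above it without dose testing; inactive means fold induction below the set limit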;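 further: activators that raise dye reduction in frataxin-depleted yeast; strong numbers were not always called active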
# ER stress rescue: rescue of cells from ER stress-induced death, primary screen, 384-well, CSM14.1, thapsigargin, ATP luminescence (AID 1222). CSM14.1 thapsigargin-induced death rescue, ATP luminescence; higher % means a stronger effect. one-dose cellular ATP content (survival), % at 20 µM; EC50 in µM for titrated hits. 190,000 tested, under 10 active;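 active means EC50 below 50 µM in the dose-response confirmation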;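 further: death triggered by thapsigargin at about 15 µM added after 2 h compound pretreatment; cell ATP read after overnight thapsigargin exposure of roughly 18 to 22 hours; normalized against plate controls of thapsigargin alone and 5% DMSO vehicle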
# NS5 inhibitors: flavivirus cap methylation enzyme inhibition – biochemical, confirmation dose response, primary screen (AID 588689). Dengue-2 NS5 methyltransferase capping enzyme assay, biochemical; higher % means a stronger effect. inhibition, % at 25 µM; hits with a dose series show IC50 in µM. hit rate 0.3% among 340,000; in the data active means a potency from the dose series; inconclusive means inhibition above about 29% without an active follow-up result
# WT yeast gro inh: growth inhibition of WT yeast, mitochondrial fusion screen. inhibition, % at 10 µM. hit rate 2.1% among 190,000. mitochondrial fusion phenotypic screen, WT strain; in the data active means inhibition above about 58%; tested in S. cerevisiae
# RSV antiviral HEp-2: RSV antiviral activity via CPE protection, HEp-2 cells, primary 10 µM value included (AID 2391); HEp-2 cells, RSV-induced CPE inhibition; higher % means a stronger effect; one-dose CPE inhibition, % at 10 µM; IC50 in µM for titrated hits; hit rate 0.13% among 310,000; in the data active means a potency from the dose series; inconclusive means CPE inhibition mostly from about 23% at the one dose, without a potency; inactive means the rest, 99 in 100 with CPE inhibition below about 21%; further: strong numbers were not always called active
# UTI89 phage lysis: inhibition of K1F phage lysis, E. coli UTI89, bacterial capsule biogenesis inhibitors, alamar blue (AID 488966); hit rate 0.02% among 340,000; inhibition, % at 100 µM; hits with a dose series show IC50 in µM; E. coli UTI89 K1F phage lysis, alamar blue, 2 h; higher % means a stronger effect;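 active means phage lysis inhibition, versus mean bacterial control, above a set limit; inconclusive means no clear call, values can overlap the other calls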;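 further: capsule biogenesis inhibitors block K1F phage lysis so surviving cells raise fluorescence; higher fluorescence means more inhibition of phage lysis; actives were called in the ten point dose series up to 300 µM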
# WT yeast gro inh mutant strain: further read-out of WT yeast gro inh, marked with its call; inhibition, %; mitochondrial fusion phenotypic screen, mutant strain inhibition
# NS5 inhibitors pilot replicate: also measured in NS5 inhibitors; calls as there; inhibition, %; measured here: pilot screen replicate inhibition
# The depositor's hits bear a star; i = inactive; ? = inconclusive; . = not tested or not shown; [ ] = another dose, or the depositor's remark.
SMILES,SV40 large T antigen,West Nile antiviral,XIAP displacement,Yfh1-depleted yeast,ER stress rescue,NS5 inhibitors,WT yeast gro inh,WT yeast gro inh mutant strain,RSV antiviral HEp-2,UTI89 phage lysis,others
CCOC(=O)c1c(C)[nH]c(C)c1C(=O)CSc1nc2ccccc2n1CCC#N,24%,-0.7%,-7.6%,i,1.6%,-10%,-4,11,0.7%,1.1%[50 µM],
Cc1cc(C)c2nc(NC(=O)[C@@H](NC(=O)c3cccc(S(=O)(=O)N4CCOCC4)c3)C(C)C)sc2c1,16%,-1.2%,-9.5%,i,-6.6%,3%,10,22,9.8%,0.6%,
Cc1ccc(C(=O)C(C)OC(=O)c2ccc(Cl)nc2)cc1 (stereo unspecified),15%,.,.,.,.,-2%,.,.,3.1%,0.6%[50 µM],
O=C(Nc1ccccc1N1CCOCC1)C1=COCCO1,7%,.,.,.,.,-1%,.,.,-0.2%,-0.1%[50 µM],
C[C@@H](C(=O)N1CCN(C(=O)OC(C)(C)C)CC1)n1cc(CCCN=C(NC(=O)OC(C)(C)C)NC(=O)OC(C)(C)C)nn1,13%,0.3%,-2.5%,i,6.0%,8%,3,-2,0.2%,-0.7%,
Cn1nnnc1SCC(=O)N1CCN(c2cccc(Cl)c2)CC1,3%,-0.2%,-1.0%,i,2.2%,7%,2,-7,11%,-0.1%,
COCCCN(Cc1cccs1)S(=O)(=O)c1c[nH]c(C(=O)OC)c1,2%,-0.3%,.,.,.,-7%,.,.,0.3%,0.1%,
CCc1nnc(NC(=O)CN2CCN(Cc3cccc(OC)c3)CC2)s1,6%,0.0%,.,.,.,-7%,.,.,-0.5%,0.2%,
C=CCNC(=O)c1onc(CSc2ccccc2C)c1C(=O)O,12%,-0.1%,-0.5%,i,0.6%,1%,12,5,1.4%,-1.0%,
O=S(=O)(Nc1cccnc1Cl)c1ccc(F)cc1,-9%,1.5%,.,.,.,-6%,.,.,-0.1%,0.0%,
Nc1nc(SCC(=O)O)[nH]c(=O)c1NC(=O)c1ccccc1F,5%,0.2%,-3.3%,i,-1.6%,0%,1,-4,-0.5%,0.0%,
Cc1ccc2cccc(N)c2n1,3%,0.0%,-3.1%,i,.,3%,3,6,1.1%,0.6%,
CC(C)CN1CCNC(=O)C1CC(=O)NCCCN1CCCc2ccccc21 (stereo unspecified),30%,0.3%,-2.2%,i,0.8%,10%,10,17,1.4%,-0.3%,
CN1CCc2c(sc(/N=C/c3cccs3)c2C(N)=O)C1,12%,-0.2%,-0.9%,i,-1.0%,-19%,-14,-4,0.0%,-1.4%,
Nc1nc(OCC(F)(F)F)cc(Oc2ccccc2F)n1,4%,-0.7%,-2.5%,i,-2.2%,-4%,5,-10,0.2%,-0.8%,
Cc1nc2ccc(S(=O)(=O)NCC(=O)NCCc3ccc(Cl)cc3)cc2s1,12%,-0.3%,.,.,.,-10%,.,.,0.1%,0.2%,
O=C(CSc1nnc(Cc2ccccc2)o1)NC1CCCCC1,7%,0.2%,-3.4%,i,-3.1%,-1%,-5,-1,-0.9%,7.4%,
COc1ccc(N2CCN(C(=O)c3ccc(N4CCCCS4(=O)=O)cc3)CC2)cc1,?,-0.4%,.,.,.,-4%,.,.,9.7%,2.4%,
Cc1nn(CC(O)Cn2cnc3c2c(=O)n(C)c(=O)n3C)c(C)c1Br (stereo unspecified),-1%,0.2%,2.0%,.,5.4%,4%,6,9,1.5%,-0.3%,
O=C(O)/C=C/C(=O)NC1CCS(=O)(=O)C1 (stereo unspecified),13%,-0.3%,-14%,i,-2.3%,-1%,-8,-8,2.0%,1.2%[50 µM],
COc1ccc(NC(=O)CCN2CCN(S(=O)(=O)c3cc(Cl)ccc3Cl)CC2)cc1,2%,-0.6%,-2.3%,i,-3.5%,-1%,8,6,11%,0.9%,
Cc1cc2n(n1)C(c1ccc(N(C)C)cc1)Nc1ccccc1-2 (stereo unspecified),23%,-0.1%,-19%,i,-1.6%,5%,8,-13,9.2%,0.2%,NS5 inhibitors pilot replicate=-2.4
O=C1C(C2=NC(c3ccccn3)C3C(=O)N(c4ccc(OC(F)(F)F)cc4)C(=O)C23)=C(O)c2ccccc21 (stereo unspecified),9%,-0.4%,.,i,.,-6%,.,.,-0.8%,-0.2%,
Cc1ccc(Nc2c([N+](=O)[O-])ccc3c2=NC2(CCCCC2)N=3)cc1,8%,.,5.2%,.,-5.7%,2%,13,14,1.5%,-0.2%[50 µM],
COc1cc(NS(=O)(=O)c2ccc(Br)cc2)c(OC)cc1NC(=O)c1ccco1,19%,0.3%,-1.0%,i,-1.8%,4%,8,2,5.0%,0.4%,

# In the list so far, these contain two or more sulfur atoms.
SMILES,SV40 large T antigen,West Nile antiviral,XIAP displacement,Yfh1-depleted yeast,ER stress rescue,NS5 inhibitors,WT yeast gro inh,WT yeast gro inh mutant strain,RSV antiviral HEp-2,UTI89 phage lysis,others
Cc1cc(C)c2nc(NC(=O)[C@@H](NC(=O)c3cccc(S(=O)(=O)N4CCOCC4)c3)C(C)C)sc2c1,16%,-1.2%,-9.5%,i,-6.6%,3%,10,22,9.8%,0.6%,
COCCCN(Cc1cccs1)S(=O)(=O)c1c[nH]c(C(=O)OC)c1,2%,-0.3%,.,.,.,-7%,.,.,0.3%,0.1%,
CN1CCc2c(sc(/N=C/c3cccs3)c2C(N)=O)C1,12%,-0.2%,-0.9%,i,-1.0%,-19%,-14,-4,0.0%,-1.4%,
Cc1nc2ccc(S(=O)(=O)NCC(=O)NCCc3ccc(Cl)cc3)cc2s1,12%,-0.3%,.,.,.,-10%,.,.,0.1%,0.2%,

# (cont.)
SMILES,SV40 large T antigen,West Nile antiviral,XIAP displacement,Yfh1-depleted yeast,ER stress rescue,NS5 inhibitors,WT yeast gro inh,WT yeast gro inh mutant strain,RSV antiviral HEp-2,UTI89 phage lysis,others
CCNC(=O)CCSc1nc2cc(Cl)ccc2o1,0%,-0.1%,-7.6%,i,-3.1%,-9%,13,5,0.5%,-0.1%,
CC(=O)c1cccc(NC(=O)c2ccco2)c1,4%,0.6%,-1.5%,i,1.6%,-1%,-11,-9,-0.4%,0.5%,
C=CCn1c(CSCc2ccc(Cl)cc2Cl)nnc1SCC(=O)Nc1ccc(C(=O)O)cc1,14%,0.5%,.,i,.,-2%,.,.,0.0%,-1.4%[50 µM],
CC(=O)N1CCc2cc(Br)cc(S(=O)(=O)N3CCCCCC3)c21,-2%,0.1%,-8.4%,i,1.4%,-6%,16,1,6.8%,1.1%,
CCc1ccc(C(=O)NC(=S)Nc2ccccc2N2CCOCC2)cc1,19%,-1.4%,.,.,.,-6%,.,.,15%,0.1%,
COC(=O)c1nnn(-c2nonc2N)c1CSc1ccccn1,2%,1.2%,-1.9%,i,0.8%,-7%,-4,14,0.7%,2.7%,
CCc1ccc(N2C(=O)CC(c3ccc(F)cc3)C3=C2COC3=O)cc1 (stereo unspecified),18%,1.4%,-4.7%,i,-0.8%,-11%,31,-10,-0.6%,0.3%,
COc1ccc(CCC(=O)NCc2cn3ccccc3n2)cc1,0%,0.4%,.,i,.,3%,.,.,5.4%,-0.1%,
O=C(COc1ccccc1)Nc1c(C(=O)N2CCC(N3CCCCC3)CC2)oc2ccccc12,12%,2.3%,.,.,.,2%,.,.,-2.2%,0.2%,
COc1ccc(OC)c(CC(NC(C)=O)C(=O)NC2CCN(c3nnnn3-c3ccccc3)CC2)c1 (stereo unspecified),1%,0.5%,.,i,.,.,.,.,-0.9%,.,
C/C(CC(=O)NCc1ccccc1Cl)=N/NC(=O)c1ccccn1,10%,-0.8%,.,.,.,-6%,.,.,0.7%,0.3%,
CN(Cc1nc(-c2cnccn2)no1)CC(O)c1ccccc1 (stereo unspecified),9%,0.1%,-2.3%,i,-0.7%,-5%,-11,13,4.7%,0.1%,
COCCn1c(CN2CCc3ccccc3C2)nc2c1c(=O)n(C)c(=O)n2C,7%,-1.4%,-2.6%,i,0.9%,-7%,9,0,11%,0.1%,
CCc1ccc(NC(=O)C(=O)NCC(O)c2ccccc2)cc1 (stereo unspecified),8%,-0.2%,-6.1%,i,-1.3%,-1%,-2,8,1.5%,0.5%,
CC1=C(C(=O)OC2CCCCC2)C(c2ccc(N(C)C)cc2)NC(=O)N1 (stereo unspecified),12%,-0.3%,.,.,.,6%,.,.,2.5%,-1.4%,
CCCCn1c(SCc2cc(=O)[nH]c3ccccc23)nc2c1c(=O)n(C)c(=O)n2C,8%,-0.7%,-1.1%,i,-1.8%,.,-8,-12,.,.,
CCn1c(-c2cc(-c3ccc(C)cc3)nc3ccccc23)n[nH]c1=S,9%,-1.2%,-4.0%,i,0.0%,-9%,45,36,2.1%,-0.4%,
O=C(c1ccc(CS(=O)Cc2ccccc2Cl)o1)N1CCN(c2cccc(Cl)c2)CC1 (stereo unspecified),1%,-0.2%,.,.,.,2%,.,.,15%,0.1%,
COc1cccc(NC(=O)CCC(=O)N2CC(C)Oc3ccc(C)cc32)c1 (stereo unspecified),-3%,-0.6%,.,.,.,-3%,.,.,3.1%,7.1%,
CCS(=O)(=O)C1=NSC2=NC(=O)/C(=C\c3ccc(OC(=O)c4ccco4)cc3)C(=N)N21,22%,0.4%,.,.,.,-14%,.,.,0.6%,1.0%,
Cc1ccc(C(=O)CN(C(=O)c2ccc(Cl)c(Cl)c2)N2C(=O)C3CCCCC3C2=O)cc1 (stereo unspecified),17%,0.7%,-11%,i,-1.6%,-6%,-1,-4,-1.3%,2.7%,
COc1ccc(C(=O)NC(=S)NCc2cccnc2)cc1[N+](=O)[O-],9%,-0.8%,-4.2%,i,-7.5%,-6%,-4,19,-0.4%,12%,
CCc1ccc(-c2nc(CSCC(=O)NC3CC3)c(C)o2)cc1,9%,-0.1%,.,.,.,-2%,.,.,2.0%,0.2%,
C=C(C)Cn1c(CCNC(=O)CCC)nc2ccccc21,-7%,-1.1%,1.9%,i,-2.5%,-15%,6,-6,2.2%,0.2%,
CCOc1ccc(C(=O)Nc2ccc(CN3CCOCC3)cc2)cc1Cl,15%,-0.2%,.,.,.,2%,.,.,13%,0.2%,
Cc1ccc(OCC(=O)Nc2ccc3c(c2)nc(CCN2CCCCC2)n3C)cc1,6%,0.1%,.,.,.,-9%,.,.,-0.6%,-0.1%,
CC(C)CNC(=O)CSc1n[nH]c(=O)n1CCc1ccccc1,7%,-0.5%,.,.,.,-7%,.,.,1.1%,0.1%,
CNC(=S)NC1CC2CCC(C1)N2Cc1ccccc1 (stereo unspecified),3%,-0.4%,-1.9%,i,-0.8%,-1%,8,7,-0.4%,-2.4%,
CC(C)OCCCNC(=O)CN1C(=O)CSc2ccc(S(=O)(=O)N3CCCCC3)cc21,-6%,-0.1%,.,.,.,-8%,.,.,-1.2%,0.2%,
CSc1nsc(SCC(=O)Nc2ccc(C(N)=O)cc2)n1,1%,1.2%,.,.,.,-3%,.,.,1.6%,-0.8%,
